LAP4-GFP MLPCN – alters LAP4-GFP fluorescence in TOR pathway yeast screen; S. cerevisiae LAP4-GFP multiplex, flow cytometry GFP, 3 h; median GFP as percent of DMSO wells; GFP response vs DMSO, % at 10 µM; 320,000 compounds, 0.34% hits; AID 2023;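 active means GFP response vs DMSO above a set limit, about the screen mean plus 3 SD, cut at about 150% in these data; inconclusive means under 70 cell events counted for the yeast strain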
GASC-1 inh – inhibitors of human GASC-1 (JMJD2C) demethylase; Q9H3R0; GST-JMJD2C(1-420) H3K9me3 demethylation, DELFIA europium; inhibition, % at 2.35 µM; 330,000 compounds, 0.069% hits; AID 2099;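 active means more than half of a compound's replicate wells show inhibition beyond 50%, single wells judged on their own value; inconclusive means some, but no more than half, of replicates pass 50% inhibition; inactive means no replicate passes 50% inhibition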;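 further: signal counts dimethyl H3K9 product captured on neutravidin plate; 0% = median of DMSO wells and 100% = 0.3 times that DMSO median; strong numbers were not always called active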
Target sequence (Q9H3R0 1-420 limits assumed): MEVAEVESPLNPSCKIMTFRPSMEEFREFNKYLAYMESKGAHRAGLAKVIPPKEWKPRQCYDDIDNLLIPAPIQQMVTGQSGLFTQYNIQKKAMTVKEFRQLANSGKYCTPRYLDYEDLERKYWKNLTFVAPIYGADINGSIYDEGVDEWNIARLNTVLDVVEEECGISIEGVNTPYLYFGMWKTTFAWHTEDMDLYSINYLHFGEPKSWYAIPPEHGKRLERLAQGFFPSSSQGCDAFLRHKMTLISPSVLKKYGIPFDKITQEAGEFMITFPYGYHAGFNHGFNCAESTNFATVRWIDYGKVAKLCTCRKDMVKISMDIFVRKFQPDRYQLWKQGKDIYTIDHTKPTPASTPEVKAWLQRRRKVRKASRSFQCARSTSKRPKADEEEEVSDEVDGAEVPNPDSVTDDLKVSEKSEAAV
VLA-4 inh – inhibition in a human VLA-4 binding assay; P13612; VLA-4 expressing cells, ligand binding flow cytometry; inhibition, % (about 7 µM as worked out from the volumes in the protocol); 330,000 compounds, 0.2% hits; in the data active means inhibition above about 50%
MEP2 TOR yeast – modulators of TOR pathway MEP2-GFP in S. cerevisiae; GFP response vs DMSO, % at 10 µM; AID 2016; S. cerevisiae MEP2-GFP strain, flow cytometry GFP, 3 h; 100% = DMSO control level; 330,000 compounds, 0.51% hits;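 active means GFP response versus DMSO above a set limit, roughly screen mean plus 3 SD, cut at about 180% in these data; inconclusive means fewer than 70 cells counted for a yeast strain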;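 further: median GFP fluorescence of the barcode-gated MEP2-GFP cells per well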
CIT2 TOR yeast – modulators of TOR pathway CIT2-GFP in S. cerevisiae; S. cerevisiae CIT2-GFP strain, flow cytometry, 3 h; 100 means same as DMSO wells; GFP response vs DMSO, % at 10 µM; 320,000 compounds, 0.065% hits; AID 2029;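 active means GFP response relative to DMSO above a set limit, near the screen mean plus 3 SD, cut at about 150% in these data; inconclusive means Fewer than 70 cells measured for a yeast strain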;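 further: ratio of well median GFP fluorescence to mean of DMSO wells on the plate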
GRK2 aptamer HTS – inhibitors of human GRK2 displacing RNA aptamer. P25098. bead flow cytometry, FAM-aptamer displacement from GRK2. inhibition of aptamer binding, % at 10 µM. 330,000 compounds, 0.59% hits. AID 488847;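 active means inhibition of aptamer binding above 40%, roughly 3 SD of noise, on plates passing a quality check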;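 further: median bead fluorescence of bound FAM aptamer so fluorescent compounds give negative values; no value below 0 was filed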
Target sequence (P25098 whole entry, looked up): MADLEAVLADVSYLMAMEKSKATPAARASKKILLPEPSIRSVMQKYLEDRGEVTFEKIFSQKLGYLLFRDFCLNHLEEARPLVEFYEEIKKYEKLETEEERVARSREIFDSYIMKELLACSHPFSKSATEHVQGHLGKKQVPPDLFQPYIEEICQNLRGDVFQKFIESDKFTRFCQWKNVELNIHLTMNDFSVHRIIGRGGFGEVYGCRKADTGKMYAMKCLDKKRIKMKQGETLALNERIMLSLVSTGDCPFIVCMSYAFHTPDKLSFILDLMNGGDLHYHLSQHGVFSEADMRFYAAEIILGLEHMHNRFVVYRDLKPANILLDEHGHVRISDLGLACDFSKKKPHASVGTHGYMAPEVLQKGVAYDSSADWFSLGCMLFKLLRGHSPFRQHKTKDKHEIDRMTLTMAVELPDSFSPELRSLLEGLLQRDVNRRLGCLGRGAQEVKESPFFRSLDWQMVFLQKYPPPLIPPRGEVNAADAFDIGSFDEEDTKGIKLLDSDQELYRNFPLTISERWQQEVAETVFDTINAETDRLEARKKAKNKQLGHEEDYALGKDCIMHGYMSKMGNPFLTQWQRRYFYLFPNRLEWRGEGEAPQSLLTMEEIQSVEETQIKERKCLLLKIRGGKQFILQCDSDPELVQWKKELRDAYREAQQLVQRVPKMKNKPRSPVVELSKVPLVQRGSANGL
AGP1 TOR yeast – yeast TOR pathway AGP1-GFP modulation; S. cerevisiae AGP1-GFP multiplex flow cytometry, 3 h; GFP as percent of DMSO wells; GFP response vs DMSO, % at 10 µM; 320,000 compounds, 0.02% hits; AID 2066;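 active means GFP response relative to DMSO above a set limit, near screen average plus 3 SD, cut at about 150% in these data; inconclusive means fewer than 70 cells counted for the yeast strain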;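 further: median GFP channel fluorescence of the gated AGP1 strain per well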
RPL19A TOR yeast – yeast TOR pathway RPL19A-GFP modulation; percent response vs DMSO, % at 10 µM; 330,000 compounds, 0.3% hits; S. cerevisiae RPL19A-GFP strain, flow cytometry, 3 h; active compounds read low;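 active means percent response vs DMSO below 50%; inconclusive means fewer than 70 events counted for the yeast strain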;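 further: median channel GFP fluorescence of the barcoded RPL19A-GFP strain; ratio of sample median GFP to plate DMSO average so 100% = DMSO; lower means less RPL19A-GFP as with rapamycin TOR inhibition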
* marks the source's active call; other numbers are inactive results; ? = inconclusive; . = not tested or not shown; [ ] = another dose, or the depositor's remark.

Second line of a record: LAP4-GFP MLPCN | GASC-1 inh | VLA-4 inh | MEP2 TOR yeast | CIT2 TOR yeast | GRK2 aptamer HTS | AGP1 TOR yeast | RPL19A TOR yeast
O=C(N1CCOCC1)N1CCN(S(=O)(=O)N2CCOCC2)CC1
 : 93 | 0 | 9 | 103 | 97 | 0 | 101 | 100
Cc1ccccc1CNS(=O)(=O)c1c(C(=O)N2CCCC2)c(C)n(C)c1C
 : 101 | 5 | -4 | 106 | 102 | 7 | 96 | 98
CN(C)C(=O)c1cc(C(=O)c2ccc(F)cc2F)c[nH]1
 : 92 | 4 | 10 | 110 | 101 | 0 | 97 | 104
OCCN1CCN(Cc2nc(-c3cccc(Cl)c3)no2)CC1
 : 106 | -1 | 2 | 104 | 102 | 0 | 106 | 105
O=C(Cn1c(COc2ccccc2)nc2ccccc21)Nc1cc(Cl)ccc1Cl
 : 103 | -7 | 6 | 109 | 97 | 2 | 103 | 106
CCn1c(C)nnc1SCC(=O)Nc1cccc(Cl)c1
 : 92 | -11 | -3 | 103 | 93 | 0 | 16 | 104
CCOc1ccc(NS(=O)(=O)c2ccc(SC)cc2)cc1
 : 105 | 0 | 0 | 98 | 96 | 0 | 97 | 98
Cc1nnc(SCCn2c(Br)nc3c2c(=O)[nH]c(=O)n3C)s1
 : 105 | 7 | -8 | 108 | 113 | 4 | 113 | 113
COC(=O)c1sccc1NC(=O)Nc1cccc(F)c1
 : 98 | -3 | -4 | 101 | 100 | 0 | 95 | 104
CC(=O)CCN1C(=O)NC2(CCCc3ccccc32)C1=O (stereo unspecified)
 : 83 | 11 | -4 | 116 | 118 | 58* | 94 | 92
CSCCC(NC(=O)COc1ccccc1)C(=O)N1CCN(c2ccccc2Cl)CC1 (stereo unspecified)
 : 102 | -12 | 17 | 97 | 80 | 1 | 95 | 96
O=C(/C=C/c1cccc([N+](=O)[O-])c1)Nn1c(-c2ccccc2F)nc2ccccc2c1=O
 : 94 | 6 | -35 | 107 | 104 | 0 | 97 | 108
Cc1ccc(C(=O)Nc2ccc(C(=O)O)cc2)cc1S(=O)(=O)Nc1cccc([N+](=O)[O-])c1
 : 100 | 0 | 10 | 103 | 100 | 3 | 103 | 104
CCC(NC(=S)Nc1ccccc1)C(=O)O (stereo unspecified)
 : 106 | -7 | 19 | 102 | 101 | 0 | 98 | 103
O=C(N/N=C/c1cccnc1)c1cccc(S(=O)(=O)Nc2cccc(Cl)c2)c1
 : 92 | -5 | 0 | 100 | 104 | 0 | 102 | 102
Cc1ccc(NC(=O)COc2ccc(C(=O)NCCc3ccccc3)cc2)cc1
 : 93 | -5 | 4 | 91 | 99 | 0 | 99 | 90
Cc1nc(C)n(CCNC(=O)c2ccco2)n1
 : 97 | 5 | -8 | 102 | 101 | 2 | 103 | 104
COCCN(CCOC)C(=O)Nc1ccc(Cl)cc1
 : 108 | 17 | 17 | 103 | 87 | 0 | 98 | 100
CCN1CCOC(CC(=O)Nc2ccc([N+](=O)[O-])cc2)C1=O (stereo unspecified)
 : 96 | 0 | 7 | 88 | 94 | 0 | 98 | 92
COc1ccc(NS(=O)(=O)c2cc(N)ccc2N2CCOCC2)cc1
 : 99 | -34 | -5 | 102 | 103 | 3 | 111 | 103
CC1=NN(C)C(=O)C1Cc1c(F)cccc1Cl (stereo unspecified)
 : 113 | -23 | 12 | 108 | 105 | 0 | 116 | 109
CC(=O)Nc1c2c(nn1-c1ccccc1C)CSC2
 : 109 | 0 | 11 | 99 | 103 | 3 | 115 | 102
O=C(O)C1CCCN(S(=O)(=O)c2ccccc2)C1 (stereo unspecified)
 : 91 | -6 | 5 | 92 | 84 | 4 | . | 86
COc1ccc(CCNC(=O)Cn2nnc(-c3ccccc3F)n2)cc1OC
 : 100 | 17 | 5 | 106 | 102 | 4 | 105 | 107
COc1ccnc2c1c(=O)n(Cc1ccccc1Cl)c(=O)n2C
 : 99 | -9 | 14 | 93 | 89 | 2 | 104 | 93
COc1ccc(N2CC(C(=O)N[C@H](C(=O)NC3CCCC3)C(C)C)CC2=O)cc1 (stereo partly specified)
 : 90 | 1 | -10 | 90 | 110 | 3 | 94 | 94
CCN(CC)S(=O)(=O)c1ccc2nc(COC(=O)c3n[nH]c4ccccc34)[nH]c2c1
 : 98 | 3 | -23 | 100 | 95 | 0 | 103 | 98
O=C(C[n+]1cccc(Br)c1)c1cccs1
 : 95 | 2 | 23 | 105 | 96 | 0 | 104 | 108
Cc1oc(-c2ccc(Cl)cc2)nc1CS(=O)CC(=O)NCc1ccccn1 (stereo unspecified)
 : 98 | 4 | -2 | 97 | 94 | 1 | 102 | 95
Cc1ccc(-c2cc(C(=O)NCc3cccnc3)no2)cc1
 : 107 | 2 | 11 | 104 | 96 | 1 | 97 | 98
NC(=S)Nn1c(-c2ccccc2)nc2ccccc2c1=O
 : 107 | 5 | -1 | 104 | 103 | 6 | 102 | 100
O=C(Oc1ccc(/C=N/NC(=O)c2ccccn2)cc1)c1cccc(F)c1
 : 91 | 7 | -15 | 104 | 101 | 4 | 95 | 107
COc1cc2c(c(OC)c1)C(c1cccc(OC)c1OC)CC(=O)N2 (stereo unspecified)
 : 102 | 5 | 31 | 111 | 101 | 1 | 109 | 102
O=C(NCCN1CCCC1)c1ccc2c(c1)N(Cc1ccccc1)C(=O)c1ccccc1S2(=O)=O
 : 91 | 1 | 3 | 105 | 132 | 0 | 109 | 107
O=C(NNC(=O)c1ccccc1OCc1ccc(F)cc1)c1ccccc1O
 : 98 | 1 | 4 | 109 | 99 | 0 | 96 | 113
O=C(c1cc(-c2cccc(O)c2)on1)N1CCOCC1
 : 101 | 8 | 5 | 97 | 119 | 1 | 107 | 102
Cc1ccccc1OCC(=O)NCCS(=O)(=O)N1CCN(c2ccc(F)cc2)CC1
 : 110 | -12 | 8 | 106 | 106 | 0 | 118 | 104
O=C(NCCC1CCCCN1S(=O)(=O)c1ccc(F)cc1)C(=O)Nc1ccccc1F (stereo unspecified)
 : 103 | -15 | -4 | 100 | 95 | 1 | 99 | 96
CCOC(=O)[C@H]1[C@H]2COc3cc(OC)ccc3[C@@H]2N2C(=O)CN(C)C(=O)[C@@]12C
 : 99 | 9 | -7 | 105 | 96 | 0 | 101 | 113
C=CCn1c(SCC(=O)N2CCc3ccccc3C2)nc2sc(CC)cc2c1=O
 : 93 | -10 | 5 | 77 | 112 | 5 | 94 | 102
O=C(c1ccoc1)N1CCC2(CC1)Oc1ccc(F)cc1C(=O)C21CC(c2ccc(Cl)cc2)=NO1 (stereo unspecified)
 : 97 | 1 | 10 | 103 | 90 | 0 | 101 | 98
CCOc1cc(-c2nc(-c3ccc(C)nc3OCC)no2)cc(OCC)c1OCC
 : 117 | 12 | 0 | 107 | 108 | 1 | 108 | 106
COc1ccccc1Oc1ncnc2c1cnn2-c1ccccc1
 : 119 | -4 | -2 | 110 | 103 | 0 | 102 | 106
COc1ccccc1-n1cnc2c(c1=O)c1nc3ccccc3nc1n2-c1ccc(C)cc1
 : 96 | 6 | -5 | 100 | 102 | 0 | 97 | 106
C=CCn1c(=N)n(CC(=O)c2cccc([N+](=O)[O-])c2)c2ccccc21
 : 99 | -4 | 1 | 106 | 91 | 0 | 97 | 100
CSc1ncccc1C(=O)OCc1ccccc1
 : 106 | 17 | -1 | 106 | 101 | 0 | 105 | 101
COC(=O)c1cccc(NC(=O)C2COc3ccccc3O2)c1 (stereo unspecified)
 : 102 | 6 | 2 | 92 | 87 | 0 | 89 | 92
Cc1cccc(N2C(=O)/C(=C\c3ccc(OC(F)F)cc3)c3ccccc3C2=O)c1
 : 147 | 15 | 18 | 93 | 68 | 3 | 78 | 86
Cc1ccc(NC(=O)c2oc3c(c2C)C(=O)CC(C)(C)C3)cc1
 : 106 | -4 | -11 | 100 | 104 | 0 | 107 | 100
COC(=O)c1sccc1NC(=O)c1ccc(C)o1
 : . | 3 | -2 | 83 | 78 | 2 | 84 | 91
O=C(CN(CCc1ccccc1)S(=O)(=O)c1ccc(Br)cc1)N/N=C/c1ccccc1C(=O)O
 : 87 | 6 | -3 | 94 | . | 0 | 87 | 91
CCCCCN1CN(S(=O)(=O)c2cccs2)c2nc3ccccc3nc21
 : 99 | 1 | 2 | 100 | 98 | 0 | 103 | 97
Cc1ccc(F)c(Cn2cnc3c(cnn3C(C)(C)C)c2=O)c1Cl
 : 98 | 2 | -9 | 89 | 100 | 0 | 95 | 98
Nc1[nH]c(=S)[nH]c(=O)c1-c1ccccc1
 : 105 | -3 | -1 | 107 | 96 | 4 | 105 | 100
CCN(CC(=O)Nc1ccc(NC(C)=O)cc1)C(=O)CCN1C(=O)c2cccc([N+](=O)[O-])c2C1=O
 : 102 | 3 | -11 | 106 | 97 | 0 | 105 | 104
O=C(O)CCNS(=O)(=O)c1ccc2c(c1)CCCC2
 : 95 | 12 | 13 | 96 | 93 | 0 | 93 | 96
CCOC(=O)C1CCN(C(=O)c2cccnc2)CC1
 : 86 | 34 | 7 | 96 | 89 | 0 | 91 | 91
COc1ccc(-n2c(C)nc3cc(C(=O)NCc4ccco4)ccc32)cc1
 : 112 | 0 | -1 | 106 | 106 | 1 | 104 | 100
CC(C)(C)Nc1nc(Cl)nc(N(C#N)CN2C(=O)c3ccccc3S2(=O)=O)n1
 : 100 | 18 | 5 | 92 | . | 0 | 95 | 89
CC(/C=N/NC(=O)c1nn(C)c(C)c1Br)=C\c1ccccc1
 : 100 | -3 | 6 | 102 | 94 | 0 | 97 | 103

Some of the entries above, reformatted:
smiles: CCCCCN1CN(S(=O)(=O)c2cccs2)c2nc3ccccc3nc21
  LAP4-GFP MLPCN: 99; GASC-1 inh: 1; VLA-4 inh: 2; MEP2 TOR yeast: 100; CIT2 TOR yeast: 98; GRK2 aptamer HTS: 0; AGP1 TOR yeast: 103; RPL19A TOR yeast: 97
smiles: Cc1ccc(F)c(Cn2cnc3c(cnn3C(C)(C)C)c2=O)c1Cl
  LAP4-GFP MLPCN: 98; GASC-1 inh: 2; VLA-4 inh: -9; MEP2 TOR yeast: 89; CIT2 TOR yeast: 100; GRK2 aptamer HTS: 0; AGP1 TOR yeast: 95; RPL19A TOR yeast: 98

Carrying on.
Second line of a record: LAP4-GFP MLPCN | GASC-1 inh | VLA-4 inh | MEP2 TOR yeast | CIT2 TOR yeast | GRK2 aptamer HTS | AGP1 TOR yeast | RPL19A TOR yeast
O=C(CN1C(=O)S/C(=C\c2ccc(F)cc2)C1=O)NC1C=CS(=O)(=O)C1 (stereo unspecified)
 : 93 | -2 | 1 | 98 | 93 | 0 | 93 | 96
Nc1ccc(Nc2nc(-c3cccs3)cs2)cc1
 : 98 | -3 | 8 | 97 | 100 | 0 | 97 | 96
Cc1nc(-c2nc(-c3c(C(=O)NNC(=O)Nc4cccc(Cl)c4)noc3C)cs2)cs1
 : 110 | -21 | -7 | 102 | 106 | 1 | 114 | 102
CC(C)CC(OC(=O)c1nsc(Cl)c1Cl)C(=O)NC1CCCC1 (stereo unspecified)
 : 60[may fluoresce violet] | 4 | 1 | 243*[may fluoresce violet] | ? | 0 | ? | 43*[may fluoresce violet]
O=C(Nc1cccc(S(=O)(=O)N2CCOCC2)c1)c1ccco1
 : . | 16 | -1 | 94 | 83 | 5 | 90 | 89
c1ccc(Cn2c(-c3cncs3)nc3ccccc32)cc1
 : 102 | -1 | 28 | 96 | . | 1 | 88 | 95
CCN(CC)S(=O)(=O)c1cc(C(=O)OCC(=O)Nc2cccc(Br)c2)ccc1F
 : 105 | 3 | 10 | 100 | 105 | 0 | 106 | 104
COc1ccc(CC(=O)NCC2CCCCC2)cc1OC
 : 96 | 1 | -6 | 100 | 98 | 4 | 104 | 103

Source: PubChem BioAssay
